# TCR activator = T cell receptor activation | primary human leukocytes, anti-CD3, IL-2 HTRF, 48 h | AID 504894 | Potency, µM (titrated, usually from 9.22 µM), without a hit: at the highest dose activation of IL-2 secretion, hits mostly activators | 330,000 tested, under 10 active; further: % of control where 0% means no effect
#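 Primary human leukocytes receive a-CD3 beads and test compound and are incubated 48 hr. Secreted IL-2 is then assayed by HTRF, measuring 665nm acceptor emission after 320nm excitation of the europium donor.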
# TSHR antag = human thyrotropin receptor antagonism; P16473; TSHR-expressing cells, TSH-stimulated cAMP HTRF, 2 h; hits give low values; activity change, negative = inhibition, % at 11.5 µM; hit rate 0.2% among 330,000; AID 504810;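 active means activity change below a set negative limit, meaning inhibition stronger than a set level, cut at about -70% in these data; inconclusive means activity change between two set negative limits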; further: on the % scale 0 is the no-effect control and ±100 the full control effect
#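 Freshly harvested TSHR cells receive pin-tooled compound, then EC80 TSH at 4nM final. After 2 hours at 37 deg C, antibody in lysis buffer and cAMP-d2 are added; 30 minutes at ambient temperature precede the HTRF read.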
# GALK inhibitor = galactokinase (human) inhibition; P51570; Purified GALK, Kinase-Glo residual ATP luminescence; Potency, µM (doses to about 57.5 µM), for the others: top-dose activity change, negative = inhibition, hits mostly inhibitors; hit rate 0.007% among 270,000; AID 1868; further: potency means the concentration at half of the fitted maximal effect; on the % scale 0 is the no-effect control and ±100 the full control effect
#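 Quantitative HTS: GALK 5 nM, ATP 35 uM, galactose 100 uM, 1 h room temperature, then luciferase-based ATP detection.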
# Coupling enz = inhibits coupling enzyme system, counter-screen for aldolase hits. coupling enzyme system counterscreen, AmpLite Red fluorescence. activity change, negative = inhibition, % at 58.2 µM, hits read low. hit rate 0.67% among 290,000. AID 2472; in the data active means activity change below about -30%; further: on the % scale 0 is the no-effect control and ±100 the full control effect
#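 Counterscreen lacking aldolase: glyceraldehyde-3-phosphate coupling-enzyme reagent preincubated 10 min at RT with compound (at 57.5 uM final), then substrate/coupling system with AmpLite Red added; fluorescence read at 525/598 nm after 20 min RT.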
# KCNH2 WT inh = blocks the wildtype human KCNH2 potassium channel | Q12809 | U2OS, BacMam KCNH2, thallium flux FluxOr; hits give low values | hit rate 0.37% among 340,000 | AID 720551 | activity change, % at 1.84 µM;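 active means maximum activity change below -70%; inconclusive means maximum activity change between -70% and -50%; inactive means maximum activity change above -50%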; further: on the % scale 0 is the no-effect control and ±100 the full control effect
#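 U2OS cells were transduced with wild-type KCNH2 virus (2.03 x 10^8 / mL) for 4 h at room temperature, then cultured overnight at 37 C. Thallium flux was read with FluxOr dye. Rate constants were normalized to DMSO controls.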
# Giardia killer = Giardia lamblia killing; Giardia lamblia trophozoite viability; activity change, % at 7.66 µM, hits read low; hit rate 0.15% among 340,000; in the data active means activity change below about -80%; inconclusive means between about -30% and that limit;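 further: parasites exposed to compound for two days anaerobically before the ATP read; on the % scale 0 is the no-effect control and ±100 the full control effect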
#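 Killing of trophozoites was scored by loss of ATP luminescence after a 48 hrs anaerobic exposure to compounds at 37 deg C, using 100 cells per well.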
# Chronic BCR inh = blocks chronic active B-cell receptor signaling; ABC-DLBCL IkBa-CBG/CBR reporter, luminescence ratio, 4 h; Potency, µM (highest dose often 46.1 µM), for the others: top-dose ratio change, negative = lower green/red ratio, usual class: inhibitors; hit rate 0.05% among 340,000; active means well fitted inhibition curve with a large enough effect in the signal ratio, with a control signal flat, not every such curve was filed as active; inconclusive means small, poorly fitted or top-dose-only effect, or effect the other way, or a change in a side signal; the % refers to the signal ratio;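 further: potency means the concentration at half of the fitted maximal effect; plate controls were basal doxycycline-induced cells for no effect and cells given 10 µM MG132 for full effect; MG132 reads +100%, hits lower the ratio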
#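 TMD8 human ABC-DLBCL cells with doxycycline-inducible IκBα–green luciferase fusion and unfused red luciferase, in 0.5% FBS medium; compounds up to 46 uM, 4 h at 37C. Green/red luminescence ratio, filter-overlap corrected, fitted to concentration-response curves.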
# Tb PFK inh = T. brucei PFK enzyme inhibition. hit rate 0.17% among 330,000. AID 485367. O15648. Potency, µM (top dose mostly 57.5 µM), inactives show at the top dose activity, negative = inhibition, hits mostly inhibitors. T. brucei PFK, ADP-Glo luminescence;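 further: potency means the concentration at half of the fitted maximal effect; 0% = uninhibited 1x PFK enzyme wells and -100% = no-enzyme wells; nearly all actives have a fitted effect of over 60% in size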
#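 In TEA buffer at pH 8.0 with 5 mM MgCl2, enzyme (1.25 nM) converted F6P (0.5 mM) and ATP (0.1 mM) for 45 min at room temperature. ADP product was read by luciferase luminescence.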
# A-T KAP1 phos = potential ataxia-telangiectasia treatments restoring KAP-1 phosphorylation; […] A-T fibroblasts, KAP-1 phosphorylation AlphaLISA; neocarzinostatin DNA damage 30 min before lysis; Potency, µM (highest dose often 57.5 µM), without a hit: at the highest dose activation, usual class: activators; hit rate 0.19% among 320,000; further: potency means the concentration at half of the fitted maximal effect; % of control where 0% means no effect; nearly all actives have a fitted effect of over 45% in size
#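 hTERT-immortalized A-T patient fibroblasts ([…]), 500 cells/well in OPTI-MEM, 1% FBS, got compounds for 60 min, then NCS for 30 min at 37C. Lysates were then assayed for phospho-KAP-1 by AlphaLISA (anti-pKAP1 donor, anti-KAP1 acceptor beads), 6 hr at 25C.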
# CXXC DNA block = blocks binding of human MLL CXXC domain to DNA; Potency, µM (highest dose often 115 µM), without a hit: top-dose activity change, negative = inhibition, most hits filed as inhibitors; MLL-CXXC / FITC-HOXA9 DNA fluorescence polarization; AID 2662; hit rate 0.037% among 290,000; Q03164; active means well fitted inhibition curve with a large enough effect in the polarisation, with a control signal flat, not every such curve was filed as active; inconclusive means small, poorly fitted or top-dose-only effect, or effect the other way, or a change in a side signal; inactive means no such curve, though single readings can be large or run the other way; the % refers to the polarisation; further: potency means the concentration at half of the fitted maximal effect
#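 Steps: dispense CXXC domain solution (7 uM) → pin compounds or unlabeled HOX-A9 DNA control → 5 min ambient → add FLSN-HOX-A9 solution (50 nM) → spin → 30 min ambient → fluorescence polarization. Tris pH 7.5/NaCl/DTT/BSA buffer.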
# Numbers without * were called inactive; ? = inconclusive; · = no result given; & = joins results of further samples; [ ] = dose if it differs, or a comment. Unless noted, the call rests on the fitted dose curve; in most records, active means well fitted curve in the direction sought with a large enough effect; inconclusive means small, poorly fitted or top-dose-only effect, or another doubt; inactive means no such curve, though single readings can be large; an effect the other way counts as inactive or inconclusive.
# Sample of the layout, two compounds:
SMILES,TCR activator,TSHR antag,GALK inhibitor,Coupling enz,KCNH2 WT inh,Giardia killer,Chronic BCR inh,Tb PFK inh,A-T KAP1 phos,CXXC DNA block
CN(C(=O)c1ccc(N2CCCCC2)c([N+](=O)[O-])c1)C1CCS(=O)(=O)C1 (stereo not given),5%,5,·,·,1,?,?,0%,45%,·
Cn1c(O)c(C=Nc2ccc(Cc3ccncc3)cc2)c(=O)n(C)c1=O,·,10,-2%,2,·,·,-2%,3%,-5%,14%

# This part in full, from the first entry:
SMILES,TCR activator,TSHR antag,GALK inhibitor,Coupling enz,KCNH2 WT inh,Giardia killer,Chronic BCR inh,Tb PFK inh,A-T KAP1 phos,CXXC DNA block
CN(C(=O)c1ccc(N2CCCCC2)c([N+](=O)[O-])c1)C1CCS(=O)(=O)C1 (stereo not given),5%,5,·,·,1,?,?,0%,45%,·
Cn1c(O)c(C=Nc2ccc(Cc3ccncc3)cc2)c(=O)n(C)c1=O,·,10,-2%,2,·,·,-2%,3%,-5%,14%
O=C(NCc1ccccc1)C(c1ccc(O)cc1)N(C(=O)Cn1nnc(-c2cccs2)n1)c1ccc2c(c1)OCCO2 (stereo not given),2%[46.1 µM],-6,-5%,2,-16,-3,4%,4%,4%,-1%
O=C(Nc1nccs1)C(=O)c1c[nH]c2ccccc12,-3%,3,0%,1,-15,-10,?,1%,0%,-2%
CC[n+]1c(/C=C/N(C)c2ccccc2)n(-c2ccccc2)c2ccc(-c3nc4ccccc4s3)cc21,-1%,-98*,-5%,5&1,-21,-4,?,17%,-16%,?
N=C(N)N1CCc2ccccc21,-3%,5,2%,1,1,-2,-5%,-4%,-4%,-1%
O=C(c1ccc2c(=O)n3c(nc2c1)CCCCC3)N1CCN(C(c2ccccc2)c2ccccc2)CC1,-30%,-10,-2%,-1,-13,-22,17%,4%,-3%,-4%
N#C/C(=C\c1cccc(Cl)c1)c1n[nH]c(Cn2cncn2)n1,-5%,·,-3%,-3,-1,-1,·,·,·,-21%
O=C(CCCC(=O)OCC(F)(F)C(F)F)Nc1ccc(NC(=O)CCCC(=O)OCC(F)(F)C(F)F)cc1,-3%,14,-4%,-5,-9,-6,12%,-1%,10%,25%
CCOC(=O)C1=C(O)C(=O)N(c2ccc(S(N)(=O)=O)cc2)C1c1cccc([N+](=O)[O-])c1 (stereo not given),0%,13,0%,5,-3,-16,16%,3%,-3%,3%
COc1ccccc1/C=C/C(=O)N1CCc2cc(OC)c(OC)cc2C1C (stereo not given),-9%,-3,-4%,0,-30,-3,?,0%,1%,-1%
CCC(Cc1ccccc1)NC(=O)CN(C)S(=O)(=O)c1ccc2c(c1)c(=O)n(C)c(=O)n2C (stereo not given),-1%,10,3%,2,-8,13,-11%,-1%,2%,6%
CN1CC(=O)N/C1=N\C(=O)Nc1ccc2c(c1)N(C)C(=O)CS2,2%,2,0%,0,-4,8,-2%,2%,·,-28%
CC1Cc2ccccc2N1C(=O)c1ccc2snnc2c1 (stereo not given),-9%,-5,8%,2,0,-3,-6%,?,1%,0%
Cc1nc(SCc2cccc(C(=O)O)c2)nc2c1CCCC2,-4%,-5,-1%,10,-6,-20,6%,1%,4%,2%
Cc1cccc(C(=O)Nc2nnc(Cc3ccccc3)s2)c1,-5%,-4,4%,2,-4,-19,?,-1%,11%,-18%
COc1ccccc1CNC(=O)COC(=O)Cc1ccc(F)cc1,-2%,3,·,·,-1,-17,-6%,-4%,-1%,·
COc1ccc(N2CCC(CNC(=S)Nc3c(C)cccc3C)C2)cc1 (stereo not given),4%,-5,-3%,-22,-4,-17,-5%,5%,18µM*,-4%
Cc1ccc(NC(=O)C2CCCCC2C(=O)O)cc1Cl (stereo not given),2%,-8,5%,8,-4,-24,?,-6%,-2%,3%
CC(C)CC(=O)Nc1ccc(C(=O)CN2CCC(C)CC2)cc1,0%,2,-2%,-3,-10,7,-18%,-1%,-2%,8%
O=C(CCCc1nc(-c2ccccc2Cl)no1)NC1CCCC1,-4%,6,-4%,1,-6,-7,?,2%,-2%,10%
COCCCNC(=S)N1CCN(c2ccccc2)CC1,-2%,-6,0%,0,-1,10,-3%,-6%,-6%,-3%
CCCCC1=NN2CCS(=O)(=O)N=C2S1,-1%,19,1%,0,-6,-9,1%,3%,-3%,1%
C/C(=N\NS(=O)(=O)c1ccc(C)c([N+](=O)[O-])c1)c1cccs1,1%,11,-1%,2,0,-20,6%,-2%,12%,-4%
C[C@H]1CN(S(=O)(=O)c2c(F)cccc2F)CCN1S(=O)(=O)c1ccc2c(c1)OCCO2,2%,-9,·,·,·,23,-2%,1%,1%,·
Nc1ccc(C(=O)c2ccccc2C(=O)O)cc1Cl,2%,14,2%,2,-12,-1,4%,3%,2%,-1%
CCc1nc(NCC2CCCN2CC)c2nnn(Cc3ccccc3F)c2n1 (stereo not given),-26%,-1,-1%,2,17,-10,-9%,-5%,-3%,-9%
Cc1ccc(C)c(NC(=O)CCN2C(=O)c3ccccc3C2=O)c1,-3%,3,·,3,1,0,?,5%,6%,-1%
c1nc2ccc(Cc3ccc4nc[nH]c4c3)cc2[nH]1,·,-4,-1%,0,-10,-29,0%,2%,8%,-4%
CC(=O)Nc1ccc(NC(=O)Cc2ccc(-c3ccccc3)cc2)cc1,·,19,6%,1,-3,-23,?,3%,-5%,-10%
COc1cc(C(c2sc3nc(C)nn3c2O)N2CCC3(CC2)OCCO3)cc(OC)c1OC (stereo not given),1%,1,2%,2,16,12,?,0%,0%,1%
NC(CO)c1cn([C@@H](CCC(=O)O)C(=O)N2CCNCC2)nn1 (stereo not given in full),-4%,12,2%,-1,·,9,?,-19%,-8%,-12%
O=C(Cn1cnc2c(OCc3ccccc3)ncnc21)NCc1nc2ccccc2[nH]1,-6%,1,·,·,0,-10,?,0%,17%,·
O=C(NC1CCCCC1)N1CCSC1=Nc1ccccc1,-5%,-7,3%,2,-5,6,-2%,-2%,12%,-1%
CCn1c(/C=N/Nc2ccc(C(=O)O)cc2)nc2ccccc21,1%[46.1 µM],0,1%,6,1,16,·,0%,8%,-6%
Cc1ccc(N2CCN(CC(O)COc3ccc([N+](=O)[O-])cc3)CC2)cc1 (stereo not given),-2%,7,2%,2,-88*,17,2%,-1%,-4%,0%
O=C(Nc1ccon1)c1cccc(S(=O)(=O)N2CCCC2)c1,·,-1,2%,6,15,-2,17%,-2%,1%,4%
O=C(CS(=O)(=O)c1ccccc1)Nc1ccc(Cl)cn1,0%,4,-4%,·,-12,-8,-8%,2%,4%,13%
CC(=O)NC12CC3CC(C1)CC(C(=O)N1CCN(S(=O)(=O)c4cccc(C(F)(F)F)c4)CC1)(C3)C2,11%,4,·,·,-1,-1,4%,8%,1%,·
O=C(Nc1ccc2c(c1)OCCO2)c1cccnc1Oc1ccc(Cl)cc1,13%,-2,0%,-2,2,20,-8%,1%,5%,-1%
CCOC(=O)C1C(=O)Nc2nc(C)nn2C1c1ccccc1 (stereo not given),4%,-1,0%,-3,5,-14,-3%,0%,1%,2%
Cc1ccccc1CSCC(=O)NC(=O)NCc1ccco1,3%,8,2%,4,-8,-8,?,?,-12%,-6%
O=C(Nc1ccccc1)c1ccc2nc(-c3ccco3)c(-c3ccco3)nc2c1,-1%,-5,-3%,-38*,5,3&20,11%,-3%,7%,3%
O=c1c2c([nH]n1-c1ccccc1)CCCC2,·,0,0%,0,-1,-13,14%,3%,1%,-5%
CCOc1cc(CNCCN2CCOCC2)ccc1OCc1ccccc1Cl,0%,19,4%,1,0,-4,?,1%,-5%,-5%
CC(OC(=O)c1ccc(Br)o1)C(=O)Nc1ccc2c(c1)OCCO2 (stereo not given),4%,6,·,·,-5,10,-6%,-1%,9%,·
COc1ccc(NC(=O)CSc2nc3ccccc3nc2N2CCOCC2)c(OC)c1,5%,-3,·,7,2,3,-1%,1%,-2%,·
COc1ccc(OC)c(C2/C(=C(\O)c3ccc4c(c3)OCCO4)C(=O)C(=O)N2CC2CCCO2)c1 (stereo not given),0%,-5,-6%,·,30,-12,6%,2%,-2%,14%
Cc1nn(-c2ccccc2)c(Cl)c1/C=C1\SC(=S)N(CCCCCC(=O)O)C1=O,-2%,-19,1%,15,1,16,-14%,-1%,-15%,?
S=c1nc2ccccc2c2nc(-c3ccccc3Cl)[nH]n12,-9%,13,1%,-2,-5,14,?,-1%,11%,-14%
COc1ccccc1N1CCN(Cc2ccc(OC)c(OC)c2OC)CC1,1%,20,2%,0,3,-6,0%,-5%,·,7%
CC(=O)N1CCN(c2ccc(NC(=O)C(C)Oc3ccc(Cl)cc3Cl)cc2)CC1 (stereo not given),2%,5,1%,4,-1,-23,?,1%,6%,6%
CC(C)CC1C2C(=O)N(c3ccccc3)C(=O)C2ON1c1ccccc1 (stereo not given),-3%,-4,-1%,0,-9,-10,-3%,2%,7%,1%

# Screening data from PubChem.
